# High-throughput results as filed in PubChem BioAssay.
# NPY1 pot ag: potentiates or activates human NPY-Y1 receptor | NPY-Y1 expressing cells, potentiator/agonist activation | activation, % at 3.6 µM | P25929 | actives 0.37% (n = 220,000) | AID 1304; in the data active = activation above about 33%, passing the limit was not always enough;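 note: cells stimulated with NPY at EC10 then isoproterenol at EC100; 0% = low agonist plus stimulus and 100% = saturating agonist plus stimulus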
# S1P4 agonist: human S1P4 receptor agonism; activation, % at 4.98 µM; actives 0.35% (n = 220,000); S1P4-expressing cell line, agonist reporter assay; in the data active = activation above about 11%;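 note: 0% = DMSO vehicle and 100% = reference agonist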
# Target sequence (O95977 whole entry, looked up): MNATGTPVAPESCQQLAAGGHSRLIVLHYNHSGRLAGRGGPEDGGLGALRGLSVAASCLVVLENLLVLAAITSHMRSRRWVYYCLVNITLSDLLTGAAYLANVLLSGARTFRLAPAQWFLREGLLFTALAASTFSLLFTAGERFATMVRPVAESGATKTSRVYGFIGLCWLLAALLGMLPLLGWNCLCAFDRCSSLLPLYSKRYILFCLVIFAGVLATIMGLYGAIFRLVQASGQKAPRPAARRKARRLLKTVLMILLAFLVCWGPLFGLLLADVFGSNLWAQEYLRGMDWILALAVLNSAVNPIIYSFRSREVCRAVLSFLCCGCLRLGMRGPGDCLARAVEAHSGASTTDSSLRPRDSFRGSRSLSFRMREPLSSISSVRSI
# RBBP9 inhibitor: human RBBP9 hydrolase inhibition; O75884; recombinant RBBP9, FP-Rh probe fluorescence polarization; inhibition, % at 7.94 µM; actives 0.2% (n = 220,000); AID 1515;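 active = inhibition above the campaign mean of all tested compounds plus 3 SD, cut at about 14% in these data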;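 note: plate controls were DMSO wells with RBBP9 for no effect and wells lacking RBBP9 protein for full effect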
# Target sequence (O75884 whole entry, looked up): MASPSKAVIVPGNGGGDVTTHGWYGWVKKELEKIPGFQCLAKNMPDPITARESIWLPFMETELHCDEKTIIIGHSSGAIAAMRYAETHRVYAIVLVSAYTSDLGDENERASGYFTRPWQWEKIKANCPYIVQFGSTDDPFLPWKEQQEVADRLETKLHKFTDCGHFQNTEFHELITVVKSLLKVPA
#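 Assay system: recombinant human RBBP9; Reagent: Serine-hydrolase probe FP-Rh, 375 nM pre-mixing; Doses: 7.94 µM single dose, 0.794% DMSO; Incubation: 30 min then 45 min, 25 °C; Detection: fluorescence polarization (mP), excitation 525 nm, emission 598 nm; Evaluation: percent inhibition from mP, scaled between DMSO and no-protein wells.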
# NPY-Y2 PAM-ag: human NPY-Y2 potentiation or agonism, primary screen | P49146 | cells expressing NPY-Y2, potentiator/agonist read-out | activation, % at 3.6 µM | actives 0.45% (n = 220,000); in the data active = activation above about 27%;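 note: cells stimulated with NPY near EC25 plus isoproterenol at EC100; 0% = vehicle plus submaximal agonist and 100% = vehicle plus saturating agonist; some results beyond the cut were filed as inactive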
# Target sequence (P49146 whole entry, looked up): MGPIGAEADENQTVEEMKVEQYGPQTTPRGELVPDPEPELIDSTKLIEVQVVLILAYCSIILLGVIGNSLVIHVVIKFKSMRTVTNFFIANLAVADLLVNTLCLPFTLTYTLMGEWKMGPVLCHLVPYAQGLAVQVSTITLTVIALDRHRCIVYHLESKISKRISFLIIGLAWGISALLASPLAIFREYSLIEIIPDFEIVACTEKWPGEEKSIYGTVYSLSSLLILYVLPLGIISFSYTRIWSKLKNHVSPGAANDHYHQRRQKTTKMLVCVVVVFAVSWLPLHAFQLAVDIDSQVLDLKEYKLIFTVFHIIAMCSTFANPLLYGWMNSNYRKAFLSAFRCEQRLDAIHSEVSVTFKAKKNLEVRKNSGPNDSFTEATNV
# Ba/F3 V617F tox: lowers viability of Ba/F3 cells expressing EpoR and JAK2V617F; inhibition, % at 5.6 µM; AID 1446; ATP luminescence; actives 1.1% (n = 220,000);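 active = inhibition above the campaign mean plus 3 SD over all tested compounds, cut at about 24% in these data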;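 note: cytokine-independent growth of Ba/F3 cells driven by EpoR plus mutant JAK2; 0% = DMSO-treated cells and 100% = JAK inhibitor I control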
# S1P4 antag: antagonists of human S1P4 receptor. O95977. inhibition, % at 4.98 µM. S1P4-expressing cells, antagonist mode, reporter read-out. actives 0.26% (n = 220,000). AID 1510; in the data active = inhibition above about 29%;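 note: 0% = wells stimulated with agonist and 100% = vehicle wells without agonist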
# BaF3 parental: parental Ba/F3 viability inhibition as JAK2V617F counter-screen | CellTiter-Glo ATP luminescence | inhibition, % at 5.6 µM | actives 1.1% (n = 220,000) | AID 1486;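 active = inhibition above a per-campaign cutoff, the mean inhibition of all tested compounds plus 3 SD, cut at about 27% in these data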;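 note: 0% = DMSO wells and 100% = JAK Inhibitor I control wells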
# NPY Y1 blocker: NPY-Y1 (human) receptor antagonism. P25929. HEK293-CNG Y1 cells, membrane potential fluorescence; NPY at EC95, then isoproterenol. inhibition, % at 3.6 µM. actives 1% (n = 200,000). AID 1040;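 active = inhibition above the campaign mean inhibition of all tested compounds plus 3 SD, cut at about 20% in these data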;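 note: 0% = DMSO wells given NPY plus isoproterenol and 100% = isoproterenol alone without NPY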
#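 Test system: HEK293 cells co-expressing NPY Y1 receptor and cyclic-nucleotide gated channel; Also added: NPY (25 nM), isoproterenol (1 µM), Ro 20-1724 (25 µM); Compound dosing: one concentration, 3.6 µM, in 0.4% DMSO; Timing: dye 3 h, compound 60 min room temperature, stimulation 45 min; Technique: Membrane-potential fluorescent dye readout.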
# Runt-CBFb FRET: blocks binding of human RUNX1 Runt domain to CBFb; Cerulean-Runt/Venus-CBFb FRET ratio 530/480, 1 h; inhibition, % at 20 µM; actives 0.46% (n = 220,000);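 active = inhibition over about 50% at 20 µM in the single-dose screen, limit read from the data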;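 note: 0% = DMSO wells and 100% = excess unlabeled CBFb competitor control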
#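 Measured by: fluorescence energy transfer, 422 nm excitation, 530/480 nm emission; Assay system: Cerulean-Runt domain; Medium: Tris pH 7.5 buffer with BSA; Measure: loss of energy transfer signal; Controls: 5 µM unlabeled CBFb as full-inhibition high control; Incubation: protein complex preformed 1 h, compound exposure 1 h, room temperature, dark.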
# Numbers without * were called inactive; . = no result given; & = joins results of further samples.
# Keys – A = NPY1 pot ag; B = S1P4 agonist; C = RBBP9 inhibitor; D = NPY-Y2 PAM-ag; E = Ba/F3 V617F tox; F = S1P4 antag; G = BaF3 parental; H = NPY Y1 blocker; I = Runt-CBFb FRET
COc1ccc(CC(=O)N/N=C/c2cccn2-c2ccc([N+](=O)[O-])cc2)cc1OC
  A: -1	B: 0.4	C: 3	D: 14	E: -2	F: -17	G: 2	H: 3	I: 6

C=CCSc1nc2sc(-c3ccccc3)cc2c(=O)n1N
  A: 3	B: 1.3	C: -9	D: 3	E: -2	F: 3	G: 0	H: 3	I: -5

CCCC12CN3CCN(CC(C3)/C1=N\NC(=O)c1ccccc1N)C2
  A: -17	B: 0.5	C: -1	D: 0	E: 1	F: -16	G: 4	H: 0	I: 1

CCCCOC(=O)Nc1ccc(C(=O)OCCC)cc1
  A: -39	B: 2.0	C: 3	D: 2	E: 4	F: 11	G: 4	H: 7	I: -2

COC(=O)Cn1cnc2c(nnn2-c2ccc(C)cc2)c1=O
  A: 10	B: 0.8	C: 8	D: 4	E: -4	F: -6	G: 2	H: -5	I: 0

CCc1nc2ccccc2n1CC(C)C(=O)O (centres undefined)
  A: 3	B: 2.0	C: -2	D: -6	E: -2	F: -11	G: 3	H: 1	I: 0

CN(Cc1cnccn1)Cc1nc(Cc2cccc(F)c2)no1
  A: 18	B: 2.5	C: -5	D: -1	E: 7	F: -3	G: 5	H: -2	I: 2

O=C(CN(Cc1ccco1)C(=O)c1cc(=O)[nH]c2ccccc12)Nc1ccccc1C(F)(F)F
  A: -29	B: -2.9	C: -3	D: -10	E: 0	F: -2	G: 4	H: 0	I: 10

N#Cc1nc(COc2ccc(Cl)cc2)oc1N1CCCC1
  A: -22	B: 1.7	C: 7	D: 4	E: -1	F: -18	G: 2	H: 13	I: -2

CCCCN(C)CCCNC(=O)Cn1c(=O)sc2ccccc21
  A: -7	B: -2.1	C: -1	D: 3	E: 0	F: 2	G: 2	H: 3	I: 1

Cc1cc(N)ccc1S(C)(=O)=O
  A: 15	B: -0.3	C: -12	D: -14	E: 4	F: -8	G: 7	H: 12	I: -1

CCOC(=O)Nc1ccc2c(c1)Sc1ccccc1N2C(=O)CCN1CCOCC1
  A: 7	B: 0.1	C: 1	D: 12	E: 1	F: 6	G: 2	H: -1	I: -4

COc1ccccc1CNc1ccc(C(=O)O)cc1
  A: -20	B: -0.1	C: -3	D: -39	E: 2	F: 6	G: 7	H: 14	I: 2

Nc1nc(CSc2ncn(-c3ccccc3)n2)cs1
  A: 17	B: 1.0	C: 2	D: 2	E: -3	F: 0	G: 7	H: 2	I: 4

CCOC(=O)/C(C#N)=C1/CCCCCN1C
  A: -12	B: 0.0	C: 1	D: -8	E: 5	F: 7	G: 4	H: -1	I: -3

Cc1ccc(S(=O)(=O)c2c(COC(=O)c3ccccc3Cl)c(-c3ccccc3)nn2C)cc1
  A: -10	B: 0.3	C: -9	D: 3	E: -3	F: -5	G: 0	H: 8	I: 0

COc1cc(OC)cc(C(=O)NCc2ccc(-n3cccc3)cc2)c1
  A: 0	B: -0.9	C: -11	D: -24	E: 5	F: -12	G: 8	H: 5	I: -2

COc1ccc(CCCc2nnc(SCC(=O)Nc3nccs3)n2C)cc1C
  A: 6	B: 0.2	C: -8	D: 1	E: 3	F: -12	G: 1	H: 1	I: 0

Cn1ccnc1C1CCCCN1C(=O)c1cc(COc2ccc(F)cc2Cl)on1 (centres undefined)
  A: 12	B: 4.8	C: -7	D: -7	E: 2	F: -11	G: 4	H: 0	I: -2

Cc1cccc(C(=O)N[C@H](C(=O)Nc2cccc(S(=O)(=O)N3CCCC3)c2)C(C)C)c1
  A: 18	B: -1.5	C: -5	D: 12	E: -1	F: -12	G: -13	H: .	I: 0

Cc1ccc2cc(/C=C(\C#N)C(N)=O)c(N3CCCCC3)nc2c1
  A: -8	B: -0.9	C: -4	D: -9	E: -2	F: -13	G: 6	H: 2	I: -16

Nc1nc(-c2ccc(Cl)cc2)nnc1-c1ccc(Br)cc1
  A: 7	B: 2.6	C: 0	D: 5	E: -2	F: -10	G: 10	H: 1	I: 0

CCOC(=O)c1sc2ncn(C(CC)C(=O)OC)c(=O)c2c1C (centres undefined)
  A: 0	B: 0.6	C: -8	D: 9	E: 2	F: 5	G: 6	H: 1	I: -2

COc1cc2nc(COc3ccc(C#N)cc3)n(CC#N)c(=O)c2cc1OC
  A: 3	B: 1.2	C: 8	D: 3	E: 5	F: 3	G: 8	H: 0	I: -1

CNc1nc2cc([N+](=O)[O-])c([N+](=O)[O-])cc2nc1NC
  A: 17	B: -1.6	C: -4	D: 18	E: 75*	F: -6	G: 69*	H: -4	I: -2

CCSc1ccccc1C(=O)Nc1cc(OC)c(OC)c(OC)c1
  A: -8	B: -2.0	C: -1	D: -23	E: 1	F: -11	G: 6	H: 1	I: 2

OCCn1c(SCCOc2ccccc2)nc2ccccc21
  A: 29	B: -1.2	C: -4	D: 6	E: -3	F: -3	G: 5	H: 8	I: 2

Cc1ccc(NC(=S)N2CCN(Cc3ccc4c(c3)OCO4)CC2)c(C)c1
  A: -9	B: 2.8	C: 3	D: -6	E: 3	F: -19	G: 6	H: -3	I: .

CCOC(=O)N1CCC(NC(=O)C2CCCCN2S(=O)(=O)c2ccc(F)cc2)CC1 (centres undefined)
  A: 1	B: -0.8	C: 1	D: 5	E: 0	F: -16	G: 3	H: 2	I: 2

Cc1ccc2nc(SCC(=O)c3c(N)n(C)c(=O)n(C)c3=O)[nH]c2c1
  A: 16	B: 1.4	C: -7	D: 3	E: -2	F: -13	G: 1	H: -1	I: 2

# Among those listed so far, two contain a COOH group:
# Keys – A = NPY1 pot ag; B = S1P4 agonist; C = RBBP9 inhibitor; D = NPY-Y2 PAM-ag; E = Ba/F3 V617F tox; F = S1P4 antag; G = BaF3 parental; H = NPY Y1 blocker; I = Runt-CBFb FRET
CCc1nc2ccccc2n1CC(C)C(=O)O (centres undefined)
  A: 3	B: 2.0	C: -2	D: -6	E: -2	F: -11	G: 3	H: 1	I: 0

COc1ccccc1CNc1ccc(C(=O)O)cc1
  A: -20	B: -0.1	C: -3	D: -39	E: 2	F: 6	G: 7	H: 14	I: 2

# (listing goes on)
# Keys – A = NPY1 pot ag; B = S1P4 agonist; C = RBBP9 inhibitor; D = NPY-Y2 PAM-ag; E = Ba/F3 V617F tox; F = S1P4 antag; G = BaF3 parental; H = NPY Y1 blocker; I = Runt-CBFb FRET
CCOC(=O)C1=NNC(C(=O)c2ccccc2)C1c1ccc(Cl)cc1 (centres undefined)
  A: -10	B: -0.6	C: -10	D: 3	E: -6	F: -2	G: 5	H: .	I: -1

Cc1cc(C)nc(SCC(=O)NC2=NN=C(c3ccc(Br)cc3)CS2)n1
  A: -4	B: 2.0	C: -38	D: -10	E: 2	F: -1	G: 11	H: 0	I: .

Nc1nc(-c2cccc(F)c2)cs1
  A: -2	B: 1.7	C: -9	D: -1	E: -1	F: -7	G: 4	H: -2	I: .

CCNC(=S)N(CCN(C)C)Cc1cc2cc(OCC)ccc2[nH]c1=O
  A: -10	B: -1.5	C: 2	D: 8	E: -1	F: 5	G: -1	H: 7	I: 20

COc1ccc(NC(=O)C2CCN(C(=O)c3cccs3)CC2)cc1OC
  A: 8	B: 1.8	C: -1	D: 9	E: -4	F: -2	G: 2	H: 2	I: 12

CCOC(=O)c1c(-c2cccc([N+](=O)[O-])c2)csc1NC(=O)C1CCCCC1
  A: -22	B: -0.8	C: -1	D: -15	E: 3	F: -7	G: 8	H: 5	I: -3

O=C(CSc1cccc2cccnc12)N/N=C/c1ccncc1
  A: 15	B: -1.1	C: -5	D: 0	E: 2	F: 0	G: 10	H: 2	I: 1

N=c1sccn1CC(=O)N1N=C(c2ccc(Cl)cc2)CC1c1ccco1 (centres undefined)
  A: -53	B: 0.0	C: -8	D: -19	E: -4	F: -4	G: -1	H: 18	I: 7

Cc1ccc(C(C)C)c(OCCCN2CC(C)OC(C)C2)c1 (centres undefined)
  A: -27	B: -1.2	C: -6	D: -14	E: -4	F: -3	G: 1	H: 12	I: 0

CC(C)CC1(C)NC(=O)NC1=O (centres undefined)
  A: -10	B: -3.1	C: -10	D: 3	E: 0	F: -2	G: 3	H: -4	I: -2

CC1=CC(C)=Nc2ccc(C)cc2N1
  A: -16&-3	B: 1.2&1.5	C: -5&6	D: -1&-9	E: -4&1	F: -13&0	G: -1&5	H: -6&-5	I: 6&2

Cc1ccc(N(Cc2ccc(C(=O)NCCSc3ccccn3)cc2)S(C)(=O)=O)cc1C
  A: -3	B: 0.5	C: -6	D: -1	E: -2	F: -8	G: 5	H: 7	I: -5

Cc1ccc(S(=O)(=O)NC(=O)COc2ccccc2)cc1
  A: 6	B: 1.1	C: 12	D: 0	E: 2	F: -6	G: 4	H: 0	I: 0

CCOc1ccc(C(C)NC(=O)c2ccccc2F)cc1 (centres undefined)
  A: 16	B: -0.7	C: 6	D: 8	E: 1	F: -2	G: 8	H: 5	I: 0

COc1ccc(Cc2nnc(N/N=C/c3ccccc3O)[nH]c2=O)cc1OC
  A: -18	B: -3.2	C: -1	D: -12	E: 24*	F: -8	G: 14	H: 8	I: -1

CC1=NN(C(=O)Cc2ccc([N+](=O)[O-])cc2)C(O)(C(F)(F)C(F)(F)F)C1 (centres undefined)
  A: 0	B: -0.2	C: 1	D: -5	E: -3	F: -6	G: 0	H: .	I: -1

CCc1cc2c(NC3CCCC3)ncnc2s1
  A: -7	B: -1.0	C: -6	D: -15	E: 2	F: 5	G: 11	H: -1	I: 0

CN1CCN(C(=O)c2cn(C)c3ccc(S(=O)(=O)N(C)C4CCCCC4)cc3c2=O)CC1
  A: -1	B: 0.1	C: -5	D: -6	E: -2	F: 3	G: 7	H: 1	I: 2

O=C(c1cccs1)N1CCN(S(=O)(=O)Cc2ccccc2)CC1
  A: -19	B: 1.3	C: -5	D: 7	E: 0	F: -15	G: 2	H: 2	I: -2

CCOC(=O)c1cc(-c2ccc(F)cc2)n(CC(=O)NCc2cccnc2)c1C
  A: -12	B: 1.0	C: -10	D: -1	E: 1	F: 2	G: 1	H: 3	I: -3

Cn1cc(Br)c(NS(=O)(=O)c2ccc(Cl)s2)n1
  A: 14	B: -1.5	C: 1	D: -1	E: -3	F: 13	G: 2	H: .	I: 2

CCOC(=O)C1CCCN(C(=O)/C=C/c2ccccc2[N+](=O)[O-])C1 (centres undefined)
  A: -7	B: -0.8	C: -2	D: -3	E: 0	F: -6	G: 6	H: 5	I: 2

CCC(OC(=O)C1=Cc2ccccc2OC1)C(=O)NC1CCCC1 (centres undefined)
  A: -5	B: 0.3	C: -9	D: -10	E: 2	F: -3	G: 0	H: -3	I: 0

Cc1ccc(C)c(OCC(O)CN2CCN(CCN3C(=O)c4cccc5cccc(c45)C3=O)CC2)c1 (centres undefined)
  A: 26	B: -1.2	C: -1	D: 11	E: 6	F: -2	G: 10	H: 10	I: -5

Cc1nc2ccc(NC(=O)C3COc4ccccc4O3)cc2s1 (centres undefined)
  A: -10	B: 1.4	C: 4	D: -2	E: 0	F: -3	G: -2	H: .	I: -7
